MPTP inh: permeability transition pore inhibition; isolated mouse mitochondria, Ca2+ swelling absorbance, 30 min; inhibition, % at 10 µM; 360,000 compounds, 1.4% hits; AID 602449;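 active means inhibition of 50% or more, scaled per plate between neutral and stimulator controls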;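 further: 0% = DMSO wells given calcium and 100% = 1 mM EGTA wells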
hIAP block: blocks human intestinal alkaline phosphatase. purified IAP, CDP-Star luminescence, 30 min. 330,000 compounds, 0.12% hits. P09923. inhibition, % at 10 µM;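 active means inhibition reaching a set limit with compound at 10 µM in the primary screen, cut at about 35% in these data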;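 further: plate controls were DMSO wells with enzyme for no effect and no-enzyme buffer wells for full effect; values of inactives mirror those of a sister screen read the other way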
mIAP block: mouse IAP inhibition; 330,000 compounds, 0.2% hits; inhibition, % at 10 µM; AID 2806; purified mouse IAP, CDP-Star luminescence, 30 min;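 active means inhibition of at least 40% at 10 µM in the primary screen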;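 further: plate controls were DMSO with enzyme for no effect and no enzyme wells for full effect; values of inactives mirror those of a sister screen read the other way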
A3G deaminase: inhibitors of human APOBEC3G DNA deaminase; recombinant A3G, ssDNA deamination FAM/TAMRA fluorescence; 330,000 compounds, 0.28% hits; inhibition, % at 20 µM; Q9HC16;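 active means inhibition of at least 40% at 20 µM, with no more than 30% in the related APOBEC3A deaminase screen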;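 further: plate controls were DMSO wells with A3G for no effect and wells lacking A3G enzyme for full effect; some compounds called inactive have numbers as strong as hits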
Target sequence (Q9HC16 whole entry, looked up): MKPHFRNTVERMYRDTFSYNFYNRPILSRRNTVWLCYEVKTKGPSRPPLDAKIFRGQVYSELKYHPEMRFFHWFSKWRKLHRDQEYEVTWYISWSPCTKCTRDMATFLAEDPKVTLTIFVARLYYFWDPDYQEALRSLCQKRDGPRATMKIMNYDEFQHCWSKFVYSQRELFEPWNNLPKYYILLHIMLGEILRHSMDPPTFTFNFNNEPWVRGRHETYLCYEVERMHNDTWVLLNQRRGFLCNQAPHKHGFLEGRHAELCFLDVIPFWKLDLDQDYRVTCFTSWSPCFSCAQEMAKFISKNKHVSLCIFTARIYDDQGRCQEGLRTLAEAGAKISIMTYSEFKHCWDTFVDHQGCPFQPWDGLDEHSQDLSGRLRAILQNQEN
ATG4B inhibitor: inhibitors of human ATG4B cysteine protease | Q9Y4P1 | ATG4B cleavage of LC3-PLA2, NBD-HPC fluorescence, 1 h | 340,000 compounds, 0.51% hits | inhibition, % at 8.33 µM; in the data active means inhibition above about 40%
Target sequence (Q9Y4P1 whole entry, looked up): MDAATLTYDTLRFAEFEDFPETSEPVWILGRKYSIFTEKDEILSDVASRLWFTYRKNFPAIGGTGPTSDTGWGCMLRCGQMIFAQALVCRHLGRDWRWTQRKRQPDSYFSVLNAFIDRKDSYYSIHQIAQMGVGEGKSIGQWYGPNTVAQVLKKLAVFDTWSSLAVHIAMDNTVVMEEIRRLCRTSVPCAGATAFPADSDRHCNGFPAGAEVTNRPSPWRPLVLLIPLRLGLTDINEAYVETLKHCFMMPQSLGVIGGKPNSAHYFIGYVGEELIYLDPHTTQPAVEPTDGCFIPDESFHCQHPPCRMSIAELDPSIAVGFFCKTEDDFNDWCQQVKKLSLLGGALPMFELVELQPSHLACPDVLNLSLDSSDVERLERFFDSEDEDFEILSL
APOBEC3A inh: inhibitors of human APOBEC3A DNA deaminase; inhibition, % at 20 µM; recombinant A3A, FAM/TAMRA ssDNA deamination fluorescence; 330,000 compounds, 0.41% hits; P31941;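 active means at least 40% inhibition at 20 µM here, with at most 30% in a related deaminase screen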;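 further: plate controls were A3A with DMSO for no effect and wells lacking A3A enzyme for full effect; some results filed as inactive read as strong as hits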
Target sequence (P31941 whole entry, looked up): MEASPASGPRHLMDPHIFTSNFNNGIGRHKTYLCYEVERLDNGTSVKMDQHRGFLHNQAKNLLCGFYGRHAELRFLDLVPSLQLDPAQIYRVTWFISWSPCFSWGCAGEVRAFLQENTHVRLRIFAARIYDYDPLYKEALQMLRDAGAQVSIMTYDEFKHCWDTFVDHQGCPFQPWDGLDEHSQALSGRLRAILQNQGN
MIN6 prolif: inducers of beta-cell replication in MIN6 cells. MIN6 cells proliferation, ATPlite luminescence, 48 h; cells starved in 0.2% serum; 100% = growth in 10% serum. AID 2380. 330,000 compounds, 0.29% hits. proliferation, % at 10 µM;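 active means compounds whose signal lies at least 3.5 SD above the mean of all wells on their plate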;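 further: 0% = DMSO-treated cells in low-serum medium and 100% = 10% serum control; some compounds called inactive have numbers as strong as hits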
hIAP act: human IAP activation; P09923; purified human IAP, CDP-Star luminescence, 30 min; stronger effect = higher value; 1 = vehicle-only enzyme, 0 = enzyme-free background; activation factor at 10 µM; 330,000 compounds, 0.16% hits; AID 2524;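 active means activation factor of the enzyme at least 2-fold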; further: the source names both 10 and 20 µM as test concentration; values of inactives mirror those of a sister screen read the other way
mIAP act: mouse IAP activation. activation factor at 10 µM. AID 2805. muIAP, CDP-Star luminescence, 30 min; stronger effect = higher value; 1 = vehicle-only enzyme signal, 0 = enzyme-free wells. 330,000 compounds, 0.24% hits;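 active means activation factor of at least 2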; further: the source names both 10 and 20 µM as test concentration; values of inactives mirror those of a sister screen read the other way
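System: Mouse IAP enzyme | Also added: CDP-Star substrate | Dosing: Compounds dispensed in DMSO | Schedule: 30 min enzyme-substrate-compound incubation at room temperature | Technique: Chemiluminescence readout | Control set: DMSO-only wells and no-enzyme negative control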
An asterisk follows results filed as active.

SMILES | MPTP inh | hIAP block | mIAP block | A3G deaminase | ATG4B inhibitor | APOBEC3A inh | MIN6 prolif | hIAP act | mIAP act
CC1C/C(=C/c2ccncc2)C(=O)/C(=C/c2ccncc2)C1 (configuration not stated) | 11.8 | 3.1 | -6.5 | -2.9 | 7.9 | -3.7 | -7.6 | 0.969 | 1.06
COc1ccccc1NS(=O)(=O)c1cc(NC(=O)c2sccc2C)ccc1N1CCCC1 | 5.7 | -12.9 | 8.5 | 42.1* | 38.5 | -1.2 | -2.7 | 1.13 | 0.915
COc1ccc(CN2CCN(C(=O)c3cccs3)CC2)cc1Br | 3.5 | 29.1 | 3.7 | -3.3 | 1.3 | -2.0 | -2.7 | 0.709 | 0.963
CCOc1ccc(CCNC(=O)C2(c3ccccc3)CC2)cc1OCC | 0.5 | 12.1 | -7.9 | 8.4 | -6.1 | 0.7 | 0.1 | 0.879 | 1.08
CC(CN1CCCC(C(N)=O)C1)c1ccccc1 (configuration not stated) | -0.5 | -11.5 | -1.8 | -4.8 | -12.7 | -0.4 | 2.4 | 1.11 | 1.02
CNC(=S)Nc1cc(S(=O)(=O)Nc2cc(Cl)ccc2Cl)ccc1N1CCCC1 | 1.7 | 10.0 | 0.6 | -7.5 | 5.5 | -1.7 | -1.6 | 0.9 | 0.994
CCOC(=O)COc1nc2ccc(Br)cc2c(-c2ccccc2)c1C(C)=O | -0.7 | 11.8 | -2.7 | -9.6 | -2.9 | -3.0 | 5.2 | 0.882 | 1.03
O=C(CCN1C(=O)C2CC=CCC2C1=O)NC1CCCCC1 (configuration not stated) | 0.6 | -10.8 | -4.4 | 2.9 | 0.6 | 4.3 | -5.2 | 1.11 | 1.04
COc1cc(NC(=O)CN2C(=O)NC(C)(c3ccccc3)C2=O)c(C)cc1[N+](=O)[O-] (configuration not stated) | 5.6 | 11.3 | 8.4 | -4.6 | -0.8 | 0.7 | -1.7 | 0.887 | 0.916
COc1ccc(CCNC(=O)CCC(=O)N2CC(C)Oc3ccc(Cl)cc32)cc1OC (configuration not stated) | 0.6 | 1.9 | -7.6 | -13.7 | -7.9 | -1.3 | 2.5 | 0.981 | 1.08
COc1cc(S(=O)(=O)NCc2ccncc2)ccc1Br | 24.1 | -23.9 | -1.9 | 3.2 | -8.7 | 4.5 | -5.3 | 1.24 | 1.02
c1ccc(/N=C2\N=C(Nc3ccccn3)c3ccccc32)nc1 | 0.9 | -23.8 | 8.8 | -4.9 | 0.1 | -1.6 | -7.4 | 1.24 | 0.912
O=C(N/N=C/c1ccccc1)c1[nH]c2ccc(Br)cc2c1-c1ccccc1 | 86.3* | -16.4 | 4.4 | -2.6 | -1.1 | 0.1 | -5.4 | 1.16 | 0.956
O=C(O)c1cccc(CSc2nnc(Cc3ccccc3)o2)c1 | 2.1 | -12.9 | -4.1 | 5.3 | 3.8 | 3.5 | -3.7 | 1.13 | 1.04
COc1ccc(CCNC(=O)CN(C)S(=O)(=O)c2ccc3nc(C)sc3c2)cc1OC | 1.1 | -26.6 | -8.9 | -5.5 | -2.5 | 1.2 | 0.9 | 1.27 | 1.09
CCCCNc1c(-c2ccc(OC)c(Sc3ccc(OC)cc3)c2)nc2ccccn12 | 2.2 | -0.9 | -15.0 | 3.1 | 11.0 | 3.0 | -8.7 | 1.01 | 1.15
COc1ccc(NC(=O)c2cn(-c3ccccc3)nc2-c2cc3ccccc3o2)cc1 | 1.5 | -2.5 | -47.8 | -7.2 | -13.5 | 1.2 | -1.0 | 1.02 | 1.48
C=C(C)CSc1nc2ccccc2[nH]1 | -1.1 | 3.0 | 1.7 | 1.2 | 8.0 | 1.1 | -1.0 | 0.97 | 0.983
COc1ccccc1OCCNC(=O)C1CC(=O)N(Cc2ccccc2)C1 (configuration not stated) | -1.1 | -1.7 | -1.1 | -5.9 | -2.4 | 0.5 | -0.6 | 1.02 | 1.01
CCN1C(=O)c2ccccc2Sc2ccc(C(=O)NCCCN3CCOCC3)cc21 | -1.6 | 1.9 | -4.8 | -3.1 | -13.0 | 4.6 | -1.4 | 0.981 | 1.05
CCC1CCC2(CC1)NNC(=S)NN2 | 0.4 | 6.6 | 12.5 | -1.4 | 7.9 | 2.8 | 1.1 | 0.934 | 0.875
COc1ccc(-n2c(C)c(C)c3c(NCCN(C)C)ncnc32)cc1 | -0.3 | -3.4 | -0.8 | -1.5 | -7.5 | 1.3 | -0.6 | 1.03 | 1.01
COc1ccc(N(CC(=O)NCc2cccs2)S(=O)(=O)c2c(C)n[nH]c2C)cc1 | -0.4 | -13.5 | 3.0 | -3.8 | -8.6 | -1.8 | 0.6 | 1.14 | 0.97
CC(=O)N1CCN=C1SCc1ccc(F)cc1 | -0.7 | -11.7 | 4.4 | 3.0 | -4.8 | 7.8 | -2.2 | 1.12 | 0.956
O=C(CSc1nc2ncccc2[nH]1)Nc1ccccc1-c1ccccc1 | -0.8 | -37.9 | 6.7 | -4.2 | -3.1 | -1.6 | -1.7 | 1.38 | 0.933
COc1cccc(-n2cnnc2SCC(=O)NC2CC2)c1 | 0.5 | 10.5 | -15.9 | -6.9 | -2.5 | -3.7 | -0.3 | 0.895 | 1.16
COc1ccc(NC(=O)Nc2cccc(F)c2)c(OC)c1 | 5.5 | -3.9 | -11.9 | -6.0 | -3.8 | -4.0 | -1.4 | 1.04 | 1.12
Cc1ccccc1CCN1CCCC(CN(C)C(=O)c2ccc3ncccc3c2)C1 (configuration not stated) | 0.6 | 18.9 | 7.1 | -5.1 | 2.0 | -3.7 | -0.6 | 0.811 | 0.929
COc1ccccc1NC1SC(=O)N(c2ccccc2)C1=O (configuration not stated) | -1.3 | -17.2 | 0.5 | -0.4 | -4.2 | -3.5 | -2.7 | 1.17 | 0.995
CCN1C(=O)[C@@H]2[C@@H](c3ccc(-c4ccc(Cl)c(Cl)c4)cc3)N3CCCC[C@@]3(C(=O)OC)[C@@H]2C1=O | 1.7 | 2.5 | -10.0 | -6.8 | -7.5 | -2.8 | -6.7 | 0.975 | 1.1
C[C@H](NC(=O)c1nc[nH]c1C(=O)N(C)Cc1ccccc1)c1ccccc1 | 0.6 | -28.4 | 0.9 | -4.6 | -7.4 | -0.2 | -1.9 | 1.28 | 0.991
O=C(CCNS(=O)(=O)c1ccccc1F)N1CCN(C/C=C/c2ccccc2)CC1 | -1.5 | -5.0 | -3.9 | 2.4 | -12.6 | 0.2 | 0.9 | 1.05 | 1.04
CCOC(=O)N1CCN(C(=O)COc2ccc(S(=O)(=O)NC3CCCCC3)cc2C)CC1 | -2.8 | 6.1 | -13.1 | -3.3 | -3.1 | -0.4 | 0.0 | 0.939 | 1.13
CCN(Cc1ccccc1)S(=O)(=O)c1ccc2c(c1)NC(=O)CC(=O)N2 | -0.9 | -8.8 | 3.3 | -4.4 | -3.9 | 0.6 | -3.8 | 1.09 | 0.967
CCc1ccc(OC(=O)Nc2ccccc2)cc1 | 0.8 | 3.8 | 3.8 | -7.5 | 0.0 | -3.5 | 0.4 | 0.962 | 0.962
Cc1ccc(NC(=O)CN(C)C(=O)c2cc(S(=O)(=O)N(C)C)ccc2N2CCCC2)cc1 | -1.3 | 3.7 | -3.4 | -10.7 | -9.6 | -1.5 | 0.0 | 0.963 | 1.03
Clc1cccc(-c2nc(NCc3cccnc3)c3ccccc3n2)c1 | 0.3 | 1.8 | 7.2 | -4.9 | 64.3* | -1.4 | -5.5 | 0.982 | 0.928
O=C(NN=C(Cc1ccccc1)Cc1ccccc1)c1ccc(F)cc1 | 2.8 | -19.0 | -5.2 | 0.1 | -16.0 | -1.7 | -4.3 | 1.19 | 1.05
C=CCOc1c(CNc2ccc(C(=O)O)cc2)cccc1OCC | -2.3 | 11.0 | 8.9 | -5.0 | 3.2 | 3.3 | -0.1 | 0.89 | 0.911
C[C@]12c3[nH]c4ccccc4c3CCN1C(=O)C(CC(=O)NCC13CC4CC(CC(C4)C1)C3)C[C@@H]2C(=O)N1CCCCC1 (some centres not stated) | 0.3 | -18.2 | -37.3 | -3.8 | -7.5 | -1.6 | -4.9 | 1.18 | 1.37
CC(NS(=O)(=O)c1ccccc1)C(=O)Nc1ccc2c(c1)OCCO2 (configuration not stated) | -1.8 | 10.0 | 0.6 | -5.0 | -7.3 | -3.4 | 1.5 | 0.9 | 0.994
CC(=O)Nc1ccc(S(=O)(=O)NC2(C(F)(F)F)C(=O)Nc3c2c(=O)[nH]c(=O)n3Cc2ccccc2)cc1 (configuration not stated) | 1.9 | -1.5 | -10.8 | -9.5 | -5.4 | 0.9 | -2.3 | 1.01 | 1.11
COc1ccc(C2C(C(=O)NCc3cccnc3)c3cc(OC)c(OC)cc3C(=O)N2C)cc1 (configuration not stated) | -0.3 | -13.4 | 4.2 | 1.5 | -3.3 | 1.9 | -0.9 | 1.13 | 0.958
CCc1ccccc1N(CC(=O)N1CCCC1)S(C)(=O)=O | -0.5 | -21.0 | -10.2 | 5.7 | 4.3 | -0.9 | -3.7 | 1.21 | 1.1
COc1cccc(OC)c1C(=O)OCCCOC(=O)c1c(OC)cccc1OC | -0.3 | -25.3 | -2.8 | -12.0 | 5.1 | 3.7 | 0.5 | 1.25 | 1.03
CC1CN(CCCOc2ccccc2[N+](=O)[O-])CC(C)O1 (configuration not stated) | -1.4 | 0.5 | 2.9 | -3.9 | -1.6 | -3.6 | 0.6 | 0.995 | 0.971
COc1ccc(CCN(C)c2ncnc3sccc23)cc1OC | 1.2 | -17.4 | 4.6 | -2.4 | -3.4 | 3.4 | -3.9 | 1.17 | 0.954
Cc1cc(C(=O)NCCc2ccc(Cl)cc2)c(C)o1 | 0.5 | -2.7 | 4.8 | 6.7 | -5.4 | -0.5 | 0.1 | 1.03 | 0.952
CCN(CC(=O)Nc1ccccc1C(F)(F)F)C(=O)COc1cccc2c1OC(C)(C)C2 | 0.5 | -15.3 | -0.8 | -10.4 | 1.1 | -0.5 | -0.9 | 1.15 | 1.01
O=C(CCN1CCCC1)Nc1ccc(Br)cc1 | -0.2 | 2.1 | 0.3 | -2.5 | -11.5 | 0.6 | -1.9 | 0.979 | 0.997
CCOC(=O)c1cccc(NC(=O)c2ccco2)c1 | 1.3 | 2.6 | 6.0 | -4.6 | 3.7 | -1.2 | -0.9 | 0.974 | 0.94
CC(O)CNc1ccc(-c2n[nH]c(=O)c3ccccc23)cc1[N+](=O)[O-] (configuration not stated) | -0.7 | 14.3 | 13.9 | -2.6 | -1.1 | 4.6 | -1.4 | 0.857 | 0.861
COc1ccccc1-c1cc(C(F)(F)F)c(C#N)c(=O)[nH]1 | 0.5 | 21.1 | 6.4 | -7.9 | 8.5 | -3.8 | -1.0 | 0.789 | 0.936
Nc1cccc(-c2csc(-n3ncc(C(=O)O)c3C(F)(F)F)n2)c1 | -0.5 | -1.7 | -1.4 | -2.8 | -3.1 | 3.4 | -0.2 | 1.02 | 1.01
COc1cccc(CN(C)C(=O)c2ccc(OCC(=O)N3CCOCC3)c(OC)c2)c1 | -3.2 | -6.0 | 0.9 | -3.5 | -1.4 | -1.7 | 0.3 | 1.06 | 0.991
COC(=O)c1sc2nc(CN3CCOCC3)nc(N3CCOCC3)c2c1C | 0.6 | -9.0 | 6.9 | -5.3 | -5.4 | -1.7 | -2.1 | 1.09 | 0.931
